# Screens: PubChem BioAssay, several laboratories
# ssDAF12 agonist: activates DAF-12 receptor from parasite S. stercoralis. HEK293 ssDAF-12/GRIP1 lit1-tk-luc reporter, luminescence; % of 3 µM dafachronic acid response. activation, % at 6.8 µM. 370,000 compounds, 1% hits;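 active = activation above the mean over all tested compounds plus 3 SD, cut at about 0.9% in these data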;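 also: 0% = DMSO-only wells and 100% = 3 µM delta7-dafachronic acid wells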
# GC-A act: GC-A (human) enzyme activation; P16066; HEK293 GC-A cells, cGMP TR-FRET, EC30 ANP; 0% at EC30 ANP, 100% saturating ANP; activation, % at 10 µM; 370,000 compounds, 0.14% hits; AID 1671463; in the data active = activation above about 40%
# DAX1 inh-1: DAX1 (NR0B1) inhibition, primary screen. HEK293T StAR-luciferase reporter, SF-1/DAX-1 repression relief. inhibition, % at 6.8 µM. 370,000 compounds, 1.1% hits. AID 652010;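 active = inhibition above the mean over all tested compounds plus 3 SD, cut at about 3.6% in these data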;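 also: 0% = DAX-1 cells with DMSO and 100% = cells lacking DAX-1 with DMSO; higher inhibition means more luminescence from relief of DAX-1 repression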
# proKLK7 act: activates the human kallikrein-7 zymogen; P49862; purified proKLK7, EDANS-DABCYL substrate fluorescence; 100% is mature enzyme control, 0% vehicle; activation, % at 7 µM; 370,000 compounds, 0.9% hits;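 active = activation above the mean of all tested compounds plus 3 SD, computed per campaign excluding outliers beyond control limits, cut at about 13% in these data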
# NPR2 activator: GC-B (human) receptor activation. P20594. 370,000 compounds, 0.11% hits. HEK293-GC-B cells, CNP EC30, cGMP TR-FRET; 0% at EC30 CNP, 100% saturating CNP. AID 1920062. activation, % at 10 µM;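 active = activation at 10 µM reaching about 35% in either raw or pattern-adjusted values, limit read from the data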
# Target sequence (P20594 whole entry, looked up): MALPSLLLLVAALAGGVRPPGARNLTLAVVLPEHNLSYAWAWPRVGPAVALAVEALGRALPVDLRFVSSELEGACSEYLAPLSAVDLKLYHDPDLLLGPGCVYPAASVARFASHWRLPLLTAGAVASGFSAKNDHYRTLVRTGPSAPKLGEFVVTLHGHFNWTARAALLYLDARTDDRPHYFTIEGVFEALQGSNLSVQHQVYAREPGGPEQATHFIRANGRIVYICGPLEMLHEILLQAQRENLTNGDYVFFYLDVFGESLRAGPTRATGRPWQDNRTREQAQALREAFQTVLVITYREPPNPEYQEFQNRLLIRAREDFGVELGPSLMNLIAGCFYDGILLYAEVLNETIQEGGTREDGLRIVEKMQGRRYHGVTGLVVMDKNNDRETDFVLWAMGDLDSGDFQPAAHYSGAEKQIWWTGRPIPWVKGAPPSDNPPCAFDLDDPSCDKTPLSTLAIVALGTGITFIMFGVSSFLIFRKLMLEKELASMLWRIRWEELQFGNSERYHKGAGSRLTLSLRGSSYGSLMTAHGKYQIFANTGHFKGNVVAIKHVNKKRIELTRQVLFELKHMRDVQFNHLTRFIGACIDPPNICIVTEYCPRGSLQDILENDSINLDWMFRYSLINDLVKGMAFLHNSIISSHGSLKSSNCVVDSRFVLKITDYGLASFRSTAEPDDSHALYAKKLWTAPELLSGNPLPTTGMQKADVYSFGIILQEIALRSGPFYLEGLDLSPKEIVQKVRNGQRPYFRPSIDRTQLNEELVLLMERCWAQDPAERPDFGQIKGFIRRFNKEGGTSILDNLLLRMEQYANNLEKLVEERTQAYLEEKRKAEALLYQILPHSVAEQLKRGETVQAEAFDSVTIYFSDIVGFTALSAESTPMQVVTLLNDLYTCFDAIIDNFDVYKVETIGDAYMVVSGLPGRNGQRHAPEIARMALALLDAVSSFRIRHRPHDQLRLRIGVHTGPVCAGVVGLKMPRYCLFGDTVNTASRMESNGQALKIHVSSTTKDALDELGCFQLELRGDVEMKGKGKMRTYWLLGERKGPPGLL
# FXN GAA850 act: activators of GAA850 frataxin (FXN) promoter. AID 540364. 360,000 compounds, 0.56% hits. HEK293 lucGAA850 FXN promoter luciferase reporter, 24 h; percent of 10 µM SAHA response. activation, % at 6 µM;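 active = activation above the average of all compounds screened plus 3 SD, cutoff fixed separately per campaign, cut at about 7.5% in these data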;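 also: 0% = DMSO wells and 100% = 10 µM SAHA wells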
# sPLA2-III inh: Inhibits HGIII-sPLA2 liposome hydrolysis, primary screen. AID 743126. inhibition, % at 12.2 µM. Q9NZ20. 370,000 compounds, 0.56% hits. QFRET BODIPY PC-A2 liposome hydrolysis, fluorescence;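 active = inhibition above mean plus 3 SD of compounds lying within the high and low control bounds, cut at about 19% in these data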;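 also: 0% = median of test compound wells and 100% = no enzyme DMSO wells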
# DAX1 inh-2: inhibits human nuclear receptor DAX1. 340,000 compounds, 0.99% hits. P51843. inhibition, % at 6.75 µM. AID 504766. HEK293 Gal4-DAX1 luciferase reporter, luminescence;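 active = inhibition above the mean over all tested compounds plus 3 SD, cut at about 4.2% in these data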;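 also: 0% = DAX1-transfected cells with DMSO and 100% = empty-vector control cells with DMSO; inhibition shows as a rise in luminescence from relieved DAX1 repression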
# hgDAF-12 ag: activates the H. glycines DAF-12 receptor ligand-binding domain. HEK293 GAL4-hgDAF12 UAS-luciferase reporter, agonist luminescence; normalized to butyrate control. activation, % at 6.8 µM. 370,000 compounds, 1.8% hits. AID 687014;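 active = activation above a cutoff set at the mean of all screened compounds plus 3 SD, cut at about 10% in these data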;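 also: 0% = DMSO wells and 100% = sodium butyrate wells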
# hcDAF-12 act: activators of H. contortus DAF-12 nuclear receptor; AID 652067; activation, % at 6.8 µM; 370,000 compounds, 1.4% hits; HEK293 hcDAF-12 lit1-tk-luc reporter, luminescence; 0% DMSO, 100% Δ7-dafachronic acid;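 active = activation above the mean of all tested compounds plus 3 SD, cut at about 5.5% in these data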;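 also: 100% = response to 3 µM Δ7-dafachronic acid high control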
# SMARCA2 activ: increases SMARCA2 function in MMTV reporter cells | AID 652017 | MG213 cells, MMTV-luciferase reporter, dexamethasone, overnight | activation, % at 9.1 µM | 370,000 compounds, 1% hits; in the data active = activation above about 7.8%;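 also: 0% = vehicle wells and 100% = reference activator wells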
# * hit, by the source's call; / = not tested or not shown.
SMILES,ssDAF12 agonist,GC-A act,DAX1 inh-1,proKLK7 act,NPR2 activator,FXN GAA850 act,sPLA2-III inh,DAX1 inh-2,hgDAF-12 ag,hcDAF-12 act,SMARCA2 activ
O=C(Nc1ccccc1F)C1CCCN(S(=O)(=O)c2ccccc2)C1 (stereo unspecified),-1.4,-4,-0.2,-0.5,2,-0.4,-3,-0.6,-2.1,-0.1,4
NC(=O)N/N=C/c1ccccc1OC(=O)c1cc2ccccc2oc1=O,-0.6,0,1.6,79*,-6,5.2,7,1.3,4.1,1.5,4
CN(CC(=O)Nc1cc([N+](=O)[O-])ccc1Cl)Cc1ccc(Br)cc1,-1.6,1,-0.6,-0.1,6,-1.1,5,-1.5,-0.7,-0.3,-2
Cc1ccccc1N1CCN(Cc2nc(Cc3ccccc3F)no2)CC1,-1.1,-1,0.4,0.8,3,0.5,-2,2.9,2.1,-0.2,-1
O=c1[nH]c(=O)n(CCCc2ccccc2)cc1-c1ccccc1,-0.6,-3,-0.6,0.5,-4,-1.0,11,-1.1,-2.7,-2.0,-3
COc1cc(NS(=O)(=O)c2ccc3[nH]c(=O)[nH]c3c2)cc(OC)c1,-0.9,0,-0.2,-0.4,3,0.8,-12,2.1,3.9,0.7,0
OC(COc1ccc(Cl)cc1)CN1CCN(c2cccc(Cl)c2)CC1 (stereo unspecified),-1.4,0,0.3,0.1,-3,-0.9,-4,0.3,-1.0,-1.6,-2
CCN(C(=O)COC(=O)c1ccc(O)cc1O)c1c(N)n(Cc2ccccc2)c(=O)[nH]c1=O,-1.7,0,0.2,0.5,3,0.8,-1,0.2,-1.3,1.2,0
CCCN(CCC)C(=O)CSc1ncccc1C(=O)O,-1.0,-2,-0.5,-0.4,2,0.9,-10,-0.2,1.0,-2.0,-2
Cc1ccc(NC(=O)c2cc(S(=O)(=O)N3CCOCC3)ccc2Cl)cc1S(=O)(=O)N1CCOCC1,-0.8,-1,-1.4,1.1,-3,-1.2,-2,0.4,0.3,-0.8,-3
O=C(CSc1cn(CCNC(=O)c2cccs2)c2ccccc12)NC1CCCCC1,-1.2,-4,-0.8,0.1,-8,-0.3,-10,-1.4,0.7,-1.4,-1
Nn1c(SCC(=O)N2CCOCC2)nnc1-c1ccc(Cl)cc1Cl,-1.5,-2,2.1,-0.2,3,0.5,9,1.1,-0.2,-1.2,2
CCc1ccc(C(=O)NNc2cc(Cl)ccc2Cl)cc1,-2.0,-2,0.5,0.4,5,-0.9,16,0.1,2.5,-0.5,-1
O=C(Nc1cccc(C(=O)O)c1)/C(=C\c1ccccc1)NC(=O)c1ccc(Br)o1,-1.1,-1,0.7,0.3,-13,-1.0,-3,1.8,1.1,-0.5,-1
CC(=O)c1c(N2CCN(c3ccc(F)cc3)CC2)nc(=S)n(-c2ccccc2)c1C,-1.1,3,-0.5,0.4,0,0.5,3,0.4,-0.1,4.6,-1
COC(=O)C1=C(C)N(Cc2cccc(C(F)(F)F)c2)C(=NCc2cc(OC)c(OC)c(OC)c2)NC1c1ccc(Cl)cc1 (stereo unspecified),-0.9,-23,0.6,0.3,-22,/,-15,/,1.2,-0.8,0
Cc1ccc(S(=O)(=O)NCC(=O)NCc2cc(=O)n(C)c(=O)n2C)cc1C,-1.1,0,0.2,0.6,0,2.1,5,-0.1,4.5,-0.1,-3
Cc1cccc(C)c1NC(=O)CN1CCN(C(=O)CNC(=O)Cc2cccc3ccccc23)CC1,-1.6,0,-2.7,0.2,-1,-1.9,-3,-0.3,1.6,-0.6,-6
CN(CC(=O)NC1CCCc2ccccc21)S(=O)(=O)c1ccc2c(c1)c(=O)n(C)c(=O)n2C (stereo unspecified),-0.2,-7,0.3,-0.4,1,2.9,10,0.4,0.3,-1.1,-3
C/C(=N\NC(=S)Nc1cc(S(=O)(=O)N2CCOCC2)ccc1Cl)c1ccc(N2CCOCC2)cc1,-1.6,1,-0.3,-0.6,-4,-0.4,6,-2.5,-2.3,-1.9,-1
CCCOc1ccc(C(=O)C(CN2CCCC2)c2ccccc2)cc1 (stereo unspecified),-2.1,-8,-2.3,0.3,0,-2.9,-7,-1.7,-8.3,-5.4,-6
Cc1ccc(-n2[nH]c(C)c(C=Nc3ccc(S(=O)(=O)Nc4nc(C)cc(C)n4)cc3)c2=O)c(C)c1,-1.1,1,1.2,0.3,-5,2.2,0,0.1,-3.8,-0.6,-1
COc1cc(CNc2cccc3c2S(=O)(=O)N([C@H](C)c2ccccc2)C[C@@H](COCc2ccccc2)O3)cc(OC)c1OC,-1.0,0,-0.2,-1.3,4,/,-4,/,0.7,-0.1,-1
COc1nc(N)nc(CC(=O)C2CC2)n1,-1.3,1,0.4,0.4,4,-0.1,-4,0.2,-2.4,-1.8,1
CCc1ccc(-c2csc(NC(=O)C3=NN(c4ccccc4)C(=O)CC3)n2)cc1,-0.9,4,-0.3,-0.6,-5,0.9,-2,-0.9,-0.1,4.0,-1
Cc1cnc(NS(=O)(=O)c2ccc(Cl)cc2)c(Br)c1,-0.8,-4,-0.7,0.0,0,0.0,-4,-0.7,-0.6,0.7,-3
CCOC(=O)CCc1c(C)c(C#N)c2nc3ccccc3n2c1-n1ccnc1C,-0.9,-2,0.7,0.5,-7,-1.8,7,1.3,1.9,-0.8,7
CC(C1CC1)N(C(=O)NC1CCS(=O)(=O)C1)c1ccccc1 (stereo unspecified),-1.2,0,0.9,0.3,7,0.7,2,-0.1,3.2,-1.6,1
CN(c1ccccc1)S(=O)(=O)c1cccc(NC(=O)CN2C(=O)NC3(CCCCC3)C2=O)c1,-1.3,2,-0.9,0.8,2,2.4,11,-0.3,-0.6,-0.7,-1
C=CCOc1c(Cl)cc(C(=S)N2CCCC2)cc1OCC,-1.0,-5,-1.1,-0.2,-3,2.3,8,-1.0,2.4,-1.4,2
O=C(Nc1ccc(Oc2cccc(C(F)(F)F)c2)nc1)c1cccs1,-1.8,1,-1.2,0.0,-2,-1.1,-5,-2.1,-3.1,-2.5,-5
COc1ccc(OC)c(N(CC(=O)Nc2cccc3ccccc23)S(C)(=O)=O)c1,-0.8,-4,0.1,0.9,-6,0.6,-4,0.9,1.8,-0.4,3
CN(CC(=O)NCCc1ccccc1)S(=O)(=O)c1cnc[nH]1,0.7,1,0.2,0.3,5,2.5,-3,-0.1,2.5,-0.4,-1
CCN(CC)c1nc(NNC(=O)c2ccccc2)nc(N(CC)CC)n1,-0.4,2,-0.8,0.0,-1,-1.9,2,0.1,1.7,-1.0,3
Cc1ccccc1OCCC(=O)OCC(=O)N1c2ccccc2NC(=O)C1(C)C,-0.1,1,-0.1,0.3,-1,-0.5,2,1.5,-2.2,-0.6,-2
O=c1c2c(nc3cc(-c4ccc(F)cc4)[nH]n13)CCC2,-0.2,0,4.1*,-6.7,-6,5.9,-13,1.2,15*,6.4*,12*
COc1cc(Nc2cccc[n+]2C)cc(OC)c1OC,-1.1,3,-0.2,0.2,6,0.9,9,2.8,0.1,-0.8,-3
C=CCc1c(C)nc(-c2ccccc2)nc1N/N=C(\C)c1ccc(N)cc1,-1.3,-5,1.4,-0.3,7,1.3,9,-0.2,3.8,1.3,-1
CN(C)c1ccc(N=Nc2ccc(S(=O)(=O)O)cc2)c2ccccc12,-1.3,1,-0.7,0.0,-9,1.7,-40,-0.3,-0.4,0.6,-5
O=C(O)C=C1CCN(c2ncc(C(F)(F)F)cc2Cl)CC1,-1.0,2,0.2,-0.3,-3,1.2,-3,0.8,2.9,1.8,4
O=C(Nc1cccc(Cl)c1)Nc1cccc(Cl)c1,-0.9,-6,0.3,-0.4,7,-3.4,-21,0.1,5.3,-0.3,0
Cc1nn(Cc2ccc(Cl)c(Cl)c2)c(C)c1NC(=O)c1sc2ccccc2c1Cl,-0.2,1,-1.4,-0.1,1,-2.0,-6,-0.9,2.7,-0.5,-1
Cn1c(CO)cnc1SCC(=O)c1ccc(Cl)cc1,-1.2,5,0.1,-0.1,0,0.8,0,-0.5,0.4,-1.1,6
CC(C)NC(=O)CCn1nc(-c2ccc(Cl)cc2)c2ccccc2c1=O,-1.5,/,-0.9,-0.2,/,1.6,3,0.9,0.3,-1.4,-2
Cc1ccc(-c2csc(NC(=O)CN3CCOCC3)n2)cc1,-1.2,10,-0.6,0.1,-1,-3.0,-3,-1.2,0.1,1.0,3
CCN1CCN(Cc2ccc(NC(=O)CC3Oc4ccc(C)cc4NC3=O)cc2)CC1 (stereo unspecified),-1.8,0,-0.2,0.1,-6,0.7,7,2.0,1.9,2.3,-4
COc1ccc(NC(=O)C2CCCN(S(=O)(=O)c3c(C)[nH]c(=O)[nH]c3=O)C2)cc1OC (stereo unspecified),-1.8,8,-0.4,0.1,11,3.1,1,-0.2,0.5,-1.2,-2
NC(=S)NN=C1Cc2cccc3cccc1c23,-0.7,20,-1.8,0.0,5,2.0,6,0.0,-0.2,2.1,7
CCOC(=O)c1cc2cc(OC)ccc2nc1C,-0.9,-1,0.1,0.8,-26,0.8,-7,0.0,1.6,-3.2,1
O=C(CNC(=O)c1ccc(Cl)cc1)c1ccc(Cl)cc1,-1.3,7,0.0,0.4,3,3.4,-33,-0.5,1.0,0.3,2
C[C@H]1CN(S(=O)(=O)C(C)(C)C)[C@H](CCO)/C1=C\c1ccccc1,0.0,4,-0.4,-0.1,5,0.3,1,4.0,-0.1,0.3,-1
O=C(Cn1cnc2c(cnn2-c2ccccc2)c1=O)N1CCCc2ccccc21,-1.4,0,-0.7,0.4,-6,-2.3,3,-0.4,-1.9,-0.1,-3
CCc1ccc(OCC(=O)N(Cc2cccs2)C2CCS(=O)(=O)C2)cc1 (stereo unspecified),-1.1,4,-0.5,-0.6,-7,1.8,-4,1.2,1.8,-0.6,-3
Cc1nc2c(OCCN3C(=O)c4ccccc4C3=O)cccn2c1N(C)C(=O)CCC1CCCC1,-0.9,6,-0.1,0.2,3,-0.1,-1,/,1.1,-0.3,-1
CCCOc1ccc(C(=O)O)cc1,-1.3,-3,0.4,-0.4,1,0.7,9,0.1,-1.6,-0.8,-3
C=C(C)CN=C1NN=C(c2cc(C)n(-c3ccc(C)cc3)c2C)CS1,-0.4,-2,0.1,-0.4,5,0.7,-8,-0.7,-0.9,2.6,1
O=C(NCC1CCCO1)c1ccc(NC(=O)C2C3C=CC(C3)C2C(=O)O)cc1 (stereo unspecified),-1.3,-3,-0.1,-0.6,3,2.9,0,-1.2,0.1,-1.3,3
NCCCCCc1cn(CC(=O)NCCCCCCCCCCC(=O)N2CCNCC2)nn1,-1.0,3,0.6,0.0,7,1.2,9,-0.6,-1.3,-1.5,1
